Screens: PubChem BioAssay, National Center for Advancing Translational Sciences (NCATS)
NIH3T3 tox – kills NIH 3T3 cells | NIH 3T3 viability, CellTiter-Glo ATP luminescence, 48-72 h | Potency, µM (titrated, usually from 96.7 µM), inactives show at the highest dose activity change, negative = cytotoxicity, most hits filed as inhibitors | actives 4.3% (n = 94,000) | AID 1345082; further: potency means the concentration at half of the fitted maximal effect; nearly all actives have a fitted effect of over 55% in size
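Mouse fibroblast NIH 3T3 cells, 400 per well, received compound via pintool and were incubated for 48 or 72 hr prior to CellTiter-Glo ATP luminescence measurement.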
HEK cytotox – cytotoxic compounds in HEK 293 cells; Potency, µM (series often up to 115 µM), for inactives: top-dose activity change, negative = cytotoxicity, actives largely listed as inhibitors; actives 6.6% (n = 94,000); HEK 293 viability, ATP luminescence (CellTiter-Glo), 48-72 h; further: potency means the concentration at half of the fitted maximal effect; nearly all actives have a fitted effect of over 60% in size
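qHTS cytotoxicity; HEK 293, 250 cells/well; compound pinned; 48 or 72 hr, 37 degree Celsius, 5% CO2, 95% humidity; CellTiter-Glo, 10 min RT; luminescence (ATP).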
SNCA expr inh – SNCA gene expression inhibition; Potency, µM (top dose mostly 57.2 µM), inactives show top-dose activity change, negative = inhibition, usual class: inhibitors; actives 0.17% (n = 140,000); HEK-293 SNCA-luciferase knock-in, luminescence, 24 h; AID 1671194;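 further: potency means the concentration at half of the fitted maximal effect; plate controls were DMSO cells for no effect and cell-free wells for full effect; nearly all actives have a fitted effect of over 45% in size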
IP6K1 inhibitor – inhibitors of human IP6K1. IP6K1 kinase, ADP-Glo luminescence, 2 h; active compounds read low. actives 0.81% (n = 140,000). Q92551. activity change, % (series mostly up to about 58 µM); in the data active means activity change below about -25%
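ADP-Glo luminescence measures ADP made by human IP6K1 during a 2 h RT reaction with ATP/IP6 (mix at 1.3 mM/130 uM); top library doses 57.5 and 19.1 uM final.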
Luciferase inh – inhibitors of firefly (Photinus pyralis) luciferase; P08659; purified P. pyralis luciferase, luminescence, biochemical; Potency, µM (titrated, usually from 115 µM), for inactives: at the top dose activity change, negative = inhibition, usual class: inhibitors; actives 2.5% (n = 76,000); further: potency means the concentration at half of the fitted maximal effect; nearly all actives have a fitted effect of over 65% in size
Target sequence (P08659 whole entry, looked up): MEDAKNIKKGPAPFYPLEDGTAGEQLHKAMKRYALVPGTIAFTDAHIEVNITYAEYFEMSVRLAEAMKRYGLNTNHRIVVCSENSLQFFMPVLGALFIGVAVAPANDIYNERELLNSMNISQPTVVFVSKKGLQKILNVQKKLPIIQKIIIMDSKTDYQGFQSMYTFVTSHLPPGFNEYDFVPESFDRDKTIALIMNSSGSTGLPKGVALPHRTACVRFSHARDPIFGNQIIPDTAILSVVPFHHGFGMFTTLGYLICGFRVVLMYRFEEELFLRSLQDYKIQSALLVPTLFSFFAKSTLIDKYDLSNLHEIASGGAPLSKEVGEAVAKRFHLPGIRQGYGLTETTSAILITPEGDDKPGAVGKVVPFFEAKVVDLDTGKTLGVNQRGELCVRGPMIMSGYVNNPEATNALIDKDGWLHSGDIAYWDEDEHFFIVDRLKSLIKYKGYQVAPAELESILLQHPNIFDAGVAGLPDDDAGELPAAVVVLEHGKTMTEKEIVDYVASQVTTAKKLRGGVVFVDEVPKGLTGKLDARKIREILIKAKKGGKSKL
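Inhibitors were tested against purified firefly luciferase in a biochemical, low-substrate format (both substrates at 10uM) and luminescence measured with a CCD imager.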
GPT2 inh – blocks human glutamate pyruvate transaminase 2. Q8TD30. actives 0.25% (n = 100,000). Recombinant GPT2, coupled pyruvate oxidase/HRP Amplex Red fluorescence. Potency, µM (highest dose often 57.7 µM), for inactives: top-dose activity change, negative = inhibition, most hits filed as inhibitors; further: potency means the concentration at half of the fitted maximal effect; nearly all actives have a fitted effect of over 60% in size; many of its hits are not listed in these tables
Target sequence (Q8TD30 whole entry, looked up): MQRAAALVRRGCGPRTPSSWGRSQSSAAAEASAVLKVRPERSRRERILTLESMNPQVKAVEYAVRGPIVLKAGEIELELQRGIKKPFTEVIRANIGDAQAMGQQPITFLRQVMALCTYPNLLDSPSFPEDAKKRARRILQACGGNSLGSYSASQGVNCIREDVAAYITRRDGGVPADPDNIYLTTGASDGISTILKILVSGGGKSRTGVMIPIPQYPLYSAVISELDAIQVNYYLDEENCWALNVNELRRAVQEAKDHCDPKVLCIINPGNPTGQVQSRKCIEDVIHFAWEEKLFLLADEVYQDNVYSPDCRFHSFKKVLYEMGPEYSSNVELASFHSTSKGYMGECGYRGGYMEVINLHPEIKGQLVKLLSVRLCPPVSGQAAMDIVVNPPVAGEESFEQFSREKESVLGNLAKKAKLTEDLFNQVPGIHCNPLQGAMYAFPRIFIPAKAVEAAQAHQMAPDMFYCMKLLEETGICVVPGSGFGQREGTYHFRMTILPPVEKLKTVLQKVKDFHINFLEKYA
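Fluorescence read-out: pyruvate from GPT2 turnover coupled to pyruvate oxidase, HRP and Amplex Red (0.2mM ThPP, 0.2U/mL PO and HRP, 50uM Amplex final). Substrates 250uM a-KG, 2mM L-alanine; enzyme 10ng/uL; 30 min RT.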
HEK293 viab – cell viability loss counter-screen. HEK-293-SNCA-luc viability, GF-AFC fluorescence, 24 h. actives 0.12% (n = 150,000). Potency, µM (highest dose often 57.1 µM), without a hit: at the top dose activity change, negative = cytotoxicity, most hits filed as cytotoxic. AID 1671193;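 further: potency means the concentration at half of the fitted maximal effect; 0% = DMSO-treated cells and -100% = medium-only wells without cells; nearly all actives have a fitted effect of over 30% in size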
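Cytotoxicity counterscreen: after 24 h compound treatment of genome-edited SNCA-luciferase HEK-293 cells, live-cell protease substrate GF-AFC read by fluorescence after 30 min; activity scaled between DMSO (0%) and medium-only (-100%), curves Hill-fitted.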
* marks the source's active call; other numbers are inactive results; i = inactive; ? = inconclusive; . = not tested or not shown; [ ] = remark or other dose. Unless noted, the call rests on the fitted dose curve; in most records, active means well fitted curve in the direction sought with a large enough effect; inconclusive means small, poorly fitted or top-dose-only effect, or another doubt; inactive means no such curve, though single readings can be large; an effect the other way counts as inactive or inconclusive. Unless noted, on the % scale 0 is the no-effect control and ±100 the full control effect. Not all compounds are listed; rates above refer to the full screens.

SMILES	NIH3T3 tox	HEK cytotox	SNCA expr inh	IP6K1 inhibitor	Luciferase inh	GPT2 inh	HEK293 viab
COc1ccc(-c2nc3ccccc3s2)cc1NC(=O)c1cccc([N+](=O)[O-])c1C	.	.	2%	-4	.	.	-1%
CC1=C(C(=O)OC(C)C)C(c2ccc(C)cc2)N2C(CC(=O)N(C)Cc3ccco3)=CSC2=N1 (configuration not stated)	?	?	-9%	-2	-14%	3%	3%
COc1ccccc1-c1nnc2ccc(C(=O)NCc3ccc(F)c(F)c3)cn12	?	?	-14%	8	.	i	2%
O=C(Nc1ccc(Cl)cc1)c1cc2n(n1)CC(c1ccc(Cl)cc1)OC2 (configuration not stated)	?	?	-7%	-8	-10%	1%	5%
CC(C)CN1C(=O)c2ccccc2C(C(=O)NCc2ccccn2)C12CCCC2 (configuration not stated)	-20%	?	4%	25	2%	i	0%
CCOc1cccc(CN2CC(c3nc(Cc4cccnc4)no3)C2)c1	?	?	-21%	6	-5%	i	-9%
COc1cccc(-c2noc(COc3ccc(C(C)(C)C)cc3)n2)c1	.	.	4%	-2	.	.	6%
CCOc1ccc(N2CC(c3nc4ccccc4n3CCOc3ccc(CC)cc3)CC2=O)cc1 (configuration not stated)	.	.	-20%	1	.	.	1%
FC(F)(F)c1cc(-c2cccc(Br)c2)nc2ncnn12	.	.	11%	22	.	.	5%
CCOC(=O)c1cc(-c2ccccc2)n(CCCC(=O)Nc2ccc(C)c(C)c2)c1C	.	.	?	17	.	.	-1%
CCc1nn2c(=O)cc(COC(=O)c3ccc(NC(=O)C4CCCCC4)cc3)nc2s1	.	.	19%	6	.	.	-4%
Cc1ccccc1CCC1CCCN(C(=O)CCN2CCCC2=O)C1 (configuration not stated)	?	?	18%	2	-13%	-4%	-1%
CCOCCCNC(=O)N1CCC(Cc2nc(-c3ccncc3)n[nH]2)CC1	i	-2%	-25%	-9	6%	i	0%
Cc1cnc(C2CCOCC2)n1CCN	-6%	0%	21%	10	2%	-7%	-1%
CC1=C[C@@H](CNS(=O)(=O)c2ccc(Cl)cc2)[C@H](C(C)C)C[C@H]1CC(=O)N1CCOCC1	32µM*	?	?	3	-18%	?	?
O=C(NC1CCN(C(=O)N2CC3CC(C2)[C@H]2CCCC(=O)N2C3)CC1)c1ccc2ccccc2n1 (some centres not stated)	?	-2%	7%	8	10%	i	10%
O=C1[C@H]2CN(Cc3ccc(Br)cc3)C[C@H]2C(=O)N1CCc1ccccc1	?	?	5%	-6	2%	-8%	3%
O=C(NC1CC1)c1ccccc1OC1CN(Cc2cccc(C(F)(F)F)c2)C1	?	32µM*	?	-18	0%	2%	-14%
COCc1nc(-c2nc3c([nH]2)CC(c2ccc(Cl)cc2)CNC3=O)no1 (configuration not stated)	-24%	-24%	-7%	23	2%	-14%	-21%
COc1ccc(CNC(=O)c2cc3oc4ccccc4c3n2C)cc1OC	.	.	29%	8	.	.	9%
Cc1nc(C)c(C(=O)N2CCC(Cc3nc(-c4ccccc4)n[nH]3)CC2)s1	-12%	-2%	-11%	-9	0%	i	-22%
O=C(NCCc1ccc(F)cc1)C1CCCN1C(=O)c1cccc(-c2ccccn2)c1 (configuration not stated)	-22%	-2%	-28%	0	.	i	-18%
O=C(C1CCCC1)N1CCCC(c2noc(COc3ccccc3)n2)C1 (configuration not stated)	?	?	49%[activator]	41	?	i	-6%[12.5 µM]
C#CCNC(=O)c1cnc2cc(C)nn2c1	i	i	-18%[87.6 µM]	10	.	1%[88.5 µM]	0%[87.6 µM]

Record cards, from the list above.
CCOc1cccc(CN2CC(c3nc(Cc4cccnc4)no3)C2)c1 is entered as NIH3T3 tox: ?; HEK cytotox: ?; SNCA expr inh: -21%; IP6K1 inhibitor: 6; Luciferase inh: -5%; GPT2 inh: i; HEK293 viab: -9%
CC1=C[C@@H](CNS(=O)(=O)c2ccc(Cl)cc2)[C@H](C(C)C)C[C@H]1CC(=O)N1CCOCC1 is entered as NIH3T3 tox: 32µM*; HEK cytotox: ?; SNCA expr inh: ?; IP6K1 inhibitor: 3; Luciferase inh: -18%; GPT2 inh: ?; HEK293 viab: ?

Going on with the list.
SMILES	NIH3T3 tox	HEK cytotox	SNCA expr inh	IP6K1 inhibitor	Luciferase inh	GPT2 inh	HEK293 viab
COc1ccc(S(=O)(=O)N2CC(n3cnnc3C3CC3)C2)cc1	-28%	?	-17%	8	.	3%	-7%
COc1ccc(CCNc2nc3c(-c4cccc(C(F)(F)F)c4)nnn3c3ccccc23)cc1OC	.	.	2%	2	.	.	6%
C=CCNC(=O)C(NC(=O)c1cccc(OC)c1)C1CCN(C(=O)c2cccc(C)c2)CC1 (configuration not stated)	-13%	-17%	5%	-14	3%	i	-3%
C/C=C(/C)C(=O)OC1CC(C)(C)CC2C3=CCC4C5(C)CCC(OC6OC(C)C(OC7OC(C(=O)O)C(O)C(OC8OC(CO)C(O)C(O)C8OC8OC(CO)C(O)C(O)C8O)C7O)C(O)C6O)C(C)(C)C5CCC4(C)C3(C)C(OC(=O)/C=C/C=C/C=C/CCC)C(OC(C)=O)C12CO (configuration not stated)	.	.	.	-5	.	?	-2%[12.5 µM]
N#Cc1cccc(NC(=O)CN2C(=O)NC3(CCOCC3)C2=O)c1	i	9%	-25%	14	8%	i	-7%
O=C(Nc1cccc(-c2ccc(N3CCOCC3)nn2)c1)Nc1cc(Cl)ccc1Cl	-17%	-15%	42%[activator]	-6	1µM*	i	-2%
CN(C)C(=O)c1ccc(NC(=O)Cn2nc(-c3ccccc3)c3ccccc3c2=O)cc1	.	.	0%	-22	.	.	-15%
CC(C)NC(=O)C1=NOC2CN(C(=O)c3ccn(C)n3)CC12 (configuration not stated)	i	-2%	-4%	-7	.	4%	2%
Cc1cccc(CNC(=O)c2c(C)noc2-c2cccs2)c1	?	?	-2%	6	-10%	i	-1%
COC1CCN(C(=O)c2ccnc(-c3nnc4ccc(N(C)C)nn34)c2)CC1	45µM*	-6%[172 µM]	-4%[87.6 µM]	-9	-22%[172 µM]	1%[88.5 µM]	0%[87.6 µM]
CC(C)CCN1C[C@@H]2C[C@H]1C(=O)N(C)c1ccccc1O2	?	-26%[230 µM]	-36%[87.6 µM]	-6	-3%[230 µM]	-7%[88.5 µM]	3%[87.6 µM]
CN1CCCCCCN(C(=O)COc2ccccc2)[C@H]2CCC[C@H]2C1=O	-11%	-21%	13%	10	5%	2%	2%
CCC[C@@H]1CN(c2cc(NCCO)ncn2)C[C@H]1C(=O)O	i	0%	-18%	0	-17%	i	-7%
CCOC(=O)c1cc(OC(=O)c2cc(Cl)ccc2OC)n(-c2ccccc2)n1	.	.	-24%	-3	.	.	8%
CCOc1ccccc1CN1CCN(S(=O)(=O)c2ccccc2)CC1	.	.	7%	-1	.	.	-10%
Cc1cc(C(=O)N2CCC3(CC2)CC(N2CCN(CC(C)C)CC2)CCO3)n[nH]1 (configuration not stated)	2%	0%	-1%	-12	2%	i	6%
Cc1nc(-c2c3n(c(=O)n(CC(=O)Nc4ccc(Cl)cc4)c2=O)CCCCC3)no1	-12%	5%	?	16	-4%	i	2%
O[C@@H]1[C@@H](Cn2cc(-c3cccnc3)nn2)C[C@@H](NCc2nccs2)[C@@H]1O	i	-2%	-11%	-5	-4%	-4%	3%
CCn1cc(S(=O)(=O)c2ccccc2)c(=O)c2cc(F)c(N3CCCCCC3)cc21	.	.	-16%	19	.	.	-7%
CC(=O)[C@@H]1C[C@H](C(C)(C)O[C@@H]2O[C@H](CO)[C@@H](O)[C@H](O)[C@H]2O)CC[C@@]2(CO)OC(=O)C[C@@H]12	.	.	.	14	.	-8%[27.3 µM]	3%[23.9 µM]
Cc1cc(Nc2cccc(C(F)(F)F)c2)nc2ccc(NC(=O)Cc3ccc(Cl)cc3)cc12	.	.	?	17	.	.	-12%
Cc1nc2c(c(C)nn2C(C)(C)C)c(C)c1CCC(=O)Nc1ccc(F)cc1	.	.	40%[activator]	-1	.	.	4%
CCOCCc1nn2c(=O)cc(COC(=O)c3ccc(NC(=O)C4CCCCC4)cc3)nc2s1	.	.	-10%	-11	.	.	-11%
CCOC(=O)C1CCN(C(c2ccc(C)cc2)c2sc3nc(-c4ccco4)nn3c2O)CC1 (configuration not stated)	.	.	-6%	0	.	.	-4%
COc1ccc(CCNc2ncnc3c2nnn3C)cc1OC	.	.	-10%	-16	.	.	-7%
COc1cc(OC)c(NC(=O)Cn2c(=O)oc3cc(S(=O)(=O)N4CCCC4)ccc32)cc1Cl	.	.	37%	21	.	.	-9%
CC(C)=CC(=O)N1C[C@@H](NC(=O)Nc2ccc(F)cc2F)C[C@H]1C(=O)N[C@H](Cc1c[nH]c2ccccc12)C(N)=O	-13%	-7%	-7%	5	-7%	-21%	0%
CN(C)C[C@@H]1CN(c2ccccn2)C[C@H]1NC(=O)CC1=CCCCC1	i	i	1%	-3	9%	i	-9%
Cc1ccc(-c2nc3sc(CCNC(=O)c4ccc(Br)o4)c(C)n3n2)cc1	.	.	169%[activator]	5	.	.	-29%
O=C(CCSCc1cccc(Cl)c1)N1CCN(c2ccc(Cl)cc2)CC1	.	.	-24%	-9	.	.	0%
Cc1ccc(NC(=O)N2CCC(Oc3ncccc3C(=O)N3CCCCC3)C2)cc1 (configuration not stated)	i	-3%	20%	6	-9%	4%	0%
COc1ccc2c(c1)CC(C(=O)NCCc1ccc(S(N)(=O)=O)cc1)CO2 (configuration not stated)	.	.	?	-1	.	.	-8%
Cc1nc(-c2ccc(S(=O)(=O)N3CCN(c4ccccc4F)CC3)cc2)co1	.	.	-15%	-5	.	.	6%
CC1(C)[C@H](Cc2cc(CCO)on2)C[C@@H]1NCC1CC1	0%[230 µM]	-3%[230 µM]	?	-11	3%[230 µM]	i	-1%[87.6 µM]
Cc1ccsc1CN1CCc2c(sc3ncnc(N(C)C)c23)C1	?	?	-8%	3	3%	?	9%
COc1cccc(CNC(=O)c2ccc3nc(-c4ccccc4)c(-c4ccccc4)nc3c2)c1OC	.	.	37%[activator]	-8	.	.	5%
COc1ccc(C(=O)N2CCC(c3noc(-c4cccnc4)n3)C2)cn1 (configuration not stated)	-4%	1%	-19%	-5	10%	-5%	-11%
CN(Cc1ccccc1)C(=O)[C@@H]1Cc2nc[nH]c2CN1	-11%[174 µM]	-5%[230 µM]	9%[87.6 µM]	13	-1%[230 µM]	-4%[88.5 µM]	5%[87.6 µM]
O=C(NCc1ccccc1)N1CCC2(CC1)SCC(=O)N2c1ccc(Cl)cc1	?	-22%	-4%	4	-13%	3%	5%

Molecules above containing a thiophene ring, fused or not, in the order listed:
SMILES	NIH3T3 tox	HEK cytotox	SNCA expr inh	IP6K1 inhibitor	Luciferase inh	GPT2 inh	HEK293 viab
Cc1cccc(CNC(=O)c2c(C)noc2-c2cccs2)c1	?	?	-2%	6	-10%	i	-1%
Cc1ccsc1CN1CCc2c(sc3ncnc(N(C)C)c23)C1	?	?	-8%	3	3%	?	9%
